# hERG WT inh – KCNH2 (human, wildtype) channel inhibition; U2OS, BacMam KCNH2, thallium flux FluxOr; active compounds read low; activity change, % at 1.84 µM; 340,000 tested, 0.37% active;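 active = maximum activity change below -70%; inconclusive = maximum activity change between -70% and -50%; inactive = maximum activity change above -50%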
# Target sequence (Q12809 whole entry, looked up): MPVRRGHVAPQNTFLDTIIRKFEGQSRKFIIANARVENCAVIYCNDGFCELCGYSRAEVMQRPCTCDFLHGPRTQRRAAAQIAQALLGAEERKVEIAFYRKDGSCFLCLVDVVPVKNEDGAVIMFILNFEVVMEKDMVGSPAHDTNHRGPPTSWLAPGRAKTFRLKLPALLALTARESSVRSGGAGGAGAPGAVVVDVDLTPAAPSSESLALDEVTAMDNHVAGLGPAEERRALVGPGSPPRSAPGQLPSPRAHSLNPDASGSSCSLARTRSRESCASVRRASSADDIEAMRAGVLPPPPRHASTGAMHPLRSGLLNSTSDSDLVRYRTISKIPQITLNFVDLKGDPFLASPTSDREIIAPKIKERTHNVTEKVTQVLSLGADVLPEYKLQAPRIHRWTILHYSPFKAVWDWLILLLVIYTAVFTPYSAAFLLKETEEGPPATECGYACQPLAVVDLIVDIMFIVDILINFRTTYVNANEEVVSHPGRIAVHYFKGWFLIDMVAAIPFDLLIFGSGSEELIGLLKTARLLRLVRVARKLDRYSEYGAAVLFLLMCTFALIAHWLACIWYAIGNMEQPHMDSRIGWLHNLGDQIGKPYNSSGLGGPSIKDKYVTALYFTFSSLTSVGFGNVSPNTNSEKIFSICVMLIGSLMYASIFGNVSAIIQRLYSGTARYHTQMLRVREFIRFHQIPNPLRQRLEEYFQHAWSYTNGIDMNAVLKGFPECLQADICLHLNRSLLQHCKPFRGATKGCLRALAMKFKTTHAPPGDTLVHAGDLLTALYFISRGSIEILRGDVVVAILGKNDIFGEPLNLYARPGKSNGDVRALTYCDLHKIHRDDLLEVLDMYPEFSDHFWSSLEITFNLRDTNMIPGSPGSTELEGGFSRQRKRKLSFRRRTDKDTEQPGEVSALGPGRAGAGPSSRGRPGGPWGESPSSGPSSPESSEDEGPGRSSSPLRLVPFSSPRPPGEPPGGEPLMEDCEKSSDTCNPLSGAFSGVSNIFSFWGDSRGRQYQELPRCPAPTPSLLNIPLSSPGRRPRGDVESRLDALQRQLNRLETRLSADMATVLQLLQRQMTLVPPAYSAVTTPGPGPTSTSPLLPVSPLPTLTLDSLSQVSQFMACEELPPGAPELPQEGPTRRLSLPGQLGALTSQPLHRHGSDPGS
#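 U2OS cells transduced with wild-type KCNH2 virus are loaded with FluxOr dye for 45 min, and thallium flux is measured in kinetic reads before and after stimulation buffer. Rate constants are normalized to DMSO controls.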
# An asterisk follows results filed as active; ? = inconclusive. % is set by controls: 0 for no effect and ±100 for the full control effect.
Molecule	hERG WT inh
COc1ccc(CNC(=O)COC(=O)CN2C(=O)C3CCCCC3C2=O)cc1 (stereo not given)	5
C[C@H](CO)N1C[C@H](C)[C@H](CN(C)C(=O)c2ccccc2)Oc2cc(Br)ccc2S1(=O)=O	11
c1ccc(NN(Cc2cnccn2)c2ccccc2)cc1	1
COc1ccc(N(CC(=O)N2CCN(c3ccccc3)CC2)S(=O)(=O)c2ccccc2)cc1	10
O=C1CSc2ccc(C(=O)N3CCCCC3)cc2N1	12
Cc1ccc([C@H]2C[C@H](O)[C@@H](n3cc(C4CC4)nn3)CN2C(=O)c2cccs2)cc1	-6
O=C(NCc1ccc(F)cc1)C(=O)NCC1OCCN1S(=O)(=O)c1cc(F)ccc1F (stereo not given)	7
C[C@H]1CN([C@@H](C)CO)C(=O)c2cc(Br)cnc2O[C@@H]1CN(C)S(=O)(=O)c1ccccc1	-15
CCCCN1CC(C)(C)[C@H](CC(=O)Nc2ccccc2)C1=O	2
COc1cccc(NC(=O)N(C)C[C@@H]2Oc3ncc(Br)cc3C(=O)N([C@@H](C)CO)C[C@H]2C)c1	5

# (continued)
Molecule	hERG WT inh
CNC(=O)C[C@H]1C(=O)N(c2ccc(Br)cc2)C[C@@H]1CSC	-8
Cc1cccc(S(=O)(=O)N(C)C[C@H]2OCc3cnnn3CCCC(=O)N([C@H](C)CO)C[C@H]2C)c1	4
C[C@H](CO)N1C[C@H](C)[C@H](CN(C)C(=O)Nc2ccccc2)OCc2cnnn2CCCC1=O	2
COc1ccccc1N(C)S(=O)(=O)c1ccc(C(=O)NCCCN2CCCC2=O)cc1	0
Cc1ccc(NCC(=O)Nc2ccc(F)c(Cl)c2)cc1S(=O)(=O)N1CCOCC1	-1
O=C(CSc1ncccn1)NC(=O)NC1CCCC1	-15
OCC1OC(c2ccc(OCc3ccccc3)cc2OCc2ccccc2)C(O)C1O (stereo not given)	1
CCCN(CC(=O)Nc1ccccc1OC)C(=O)CNC(=O)c1ccc(C)s1	2
CC1CCN(C(=O)CCC(=O)Nc2ccc([N+](=O)[O-])cc2)CC1	16
O=C(C1CCCCC1)N1C[C@@H](O)[C@H](n2cc(C3CC3)nn2)C[C@@H]1c1ccccc1	19

# More entries:
Molecule	hERG WT inh
CC(=O)N1CCN(S(=O)(=O)c2cccc(C(=O)N3CCN(S(=O)(=O)c4c(C)c(C)cc(C)c4C)CC3)c2)CC1	-3
C[C@H]1CN([C@@H](C)CO)C(=O)CCCn2nncc2CO[C@H]1CN(C)C(=O)NC1CCCCC1	-1
Cc1cccc(NC(=O)CNC(=O)c2ccc(S(=O)(=O)NCc3ccco3)cc2)c1C	-2
Cc1ccc(OCC(=O)Nc2ccc(C(=O)Nc3ccccc3C(=O)O)cc2)cc1C	-3
CCOC(=O)C(N=Nc1nn[nH]n1)C(C)=O (stereo not given)	3
C[C@H](CO)N1C[C@H](C)[C@@H](CN(C)S(=O)(=O)c2ccc(F)cc2)OCc2cn(nn2)CCCC1=O	-2
COc1ccc(CN(C)CCCn2cnc3c(OC)ncnc32)cc1OC	9
CCC(=O)N(C)C[C@H]1Oc2cc(-c3cccnc3)ccc2S(=O)(=O)N([C@H](C)CO)C[C@H]1C	-11
CCc1nnc(NC(=O)Cc2ccc(OC)c(S(=O)(=O)N3CCOCC3)c2)s1	-15
COCCNC(=O)c1cc(S(=O)(=O)N2CCC3(CC2)OCCO3)ccc1F	-4

# More results.
Molecule	hERG WT inh
C[C@H](CO)N1C[C@H](C)[C@@H](CN(C)Cc2cccnc2)OCc2cnnn2CCCC1=O	6
Cn1cc(/C=C(\NC(=O)c2ccccc2)C(=O)NCCCn2ccnc2)c2ccccc21	0
Cc1cc(NC(=O)c2ccc(OCC3CCCO3)cc2)ccc1Br (stereo not given)	2
O=C(Cn1nnc(-c2ccc(F)cc2)n1)NC(=O)NC1CCCCC1	-12
CN(CC(=O)NCc1cccs1)CC(=O)Nc1ccccc1Cl	-3
C[C@H](CO)N1C[C@H](C)[C@@H](CN(C)S(=O)(=O)c2ccccc2F)OCc2cnnn2CCCC1=O	-1
C[C@H]1CN([C@@H](C)CO)S(=O)(=O)c2ccc(C#CC3CC3)cc2O[C@@H]1CN(C)S(C)(=O)=O	0
O=C(c1ccco1)N1CC2(CC(c3ccc(Cl)cc3)=NO2)CN1Cc1ccc(Br)cc1 (stereo not given)	-35
O=C(c1ccc(S(=O)(=O)Cc2cc(F)ccc2F)c([N+](=O)[O-])c1)N1CCOCC1	-12
O=C(c1ccco1)N1CCN(C(=O)c2cnn(-c3ccc(F)cc3)c2-n2cccc2)CC1	-15

# (listing goes on)
Molecule	hERG WT inh
COc1cccc(C(=O)NCCS(=O)(=O)N2CCN(c3ccccc3)CC2)c1OC	-3
COC(=O)C1C2CC3c4[nH]c5cc(OC)ccc5c4CCN3CC2CC(OC2CCCCO2)C1OC (stereo not given)	-16
Cn1cnnc1SCC(=O)N1CCc2ccccc2C1	22
O=C(CC1CCCC1)NCCS(=O)(=O)N1CCN(c2ccccc2)CC1	1
O=C(COC(=O)c1cc(S(=O)(=O)N2CCOCC2)ccc1Cl)NC1CCCCC1	-5
O=C1Nc2cccc3c2N(CCC3)C2=C1CCC2	-3
CCN(c1ccccc1)S(=O)(=O)c1ccc(OC)c(NC(=O)c2ccco2)c1	5
Nn1c(COc2ccccc2F)nnc1SCC(=O)NCC1CCCO1 (stereo not given)	5
COc1ccccc1NC(=O)N(C)C[C@@H]1OCc2cn(nn2)CCCC(=O)N([C@@H](C)CO)C[C@H]1C	-4
CS(=O)(=O)N(CCc1ccccc1)CC(=O)N1CCCCCC1	-10

# The results go on.
Molecule	hERG WT inh
O=C(CCN1CCN(c2ccccc2)CC1)NNC(=O)c1ccccc1	6
Nc1ccn(C2OC(CCl)C(O)C2O)c(=O)n1 (stereo not given)	-1
NC(CSC1(c2ccc(F)cc2)c2ccccc2-c2ccccc21)C(=O)O (stereo not given)	17
CSC[C@H]1CN(CCc2ccccc2)C(=O)[C@@H]1CC(=O)Nc1ccc(Br)cc1	11
CCCCCC(=O)N1C[C@@H](O)[C@H](n2cc(-c3ccc(F)cc3)nn2)C[C@@H]1c1ccc(C)cc1	-5
CCC(C)C(CO)NCCCn1cnc2c(OCc3ccccc3)ncnc21 (stereo not given)	11
Cc1cc(C(F)(F)F)nc(NNc2nc(C)cc(C(F)(F)F)n2)n1	-9
Cc1cc(C)cc(Nc2cc(C)nc3ncnn23)c1	-6
O=C(C[C@H]1C(=O)N(Cc2ccccc2)C[C@@H]1Cc1ccccc1)Nc1ccc(Br)cc1	-3
O=C(COC(=O)CCS(=O)(=O)c1ccccc1)NNC(=O)c1ccc([N+](=O)[O-])cc1	3

# Four of the compounds above, as labelled records.
> NC(CSC1(c2ccc(F)cc2)c2ccccc2-c2ccccc21)C(=O)O (stereo not given)
  hERG WT inh: 17

> Nc1ccn(C2OC(CCl)C(O)C2O)c(=O)n1 (stereo not given)
  hERG WT inh: -1

> Cc1cc(C(F)(F)F)nc(NNc2nc(C)cc(C(F)(F)F)n2)n1
  hERG WT inh: -9

> CCCCCC(=O)N1C[C@@H](O)[C@H](n2cc(-c3ccc(F)cc3)nn2)C[C@@H]1c1ccc(C)cc1
  hERG WT inh: -5

# Additional results:
Molecule	hERG WT inh
CC1CCN(C(=O)CCn2c(=O)oc3ccc(Cl)cc32)CC1	-1
Cc1cccc(S(=O)(=O)N(C)C[C@@H]2OCc3cn(nn3)CCCC(=O)N([C@@H](C)CO)C[C@H]2C)c1	7
COc1ccc([C@H]2N[C@]3(CCCN(Cc4ccc(C)cc4)C3=O)[C@H]3C(=O)N(C)C(=O)[C@@H]23)cc1	3
Cc1ccc(S(=O)(=O)NN=CC=CC=NNS(=O)(=O)c2ccc(C)cc2)cc1	0
O=C(OCc1cn([C@@H]2CN(C(=O)C3CCCCC3)[C@@H](c3ccccc3)C[C@H]2O)nn1)c1ccccc1	-3
O=C(CSc1nc(-c2ccccc2)c(-c2ccccc2)o1)N1CCCCC1	4
COCCNC(=O)CSc1nc(N)c(NC(=O)c2ccco2)c(=O)[nH]1	4
O=C1COc2ccc(C(=O)COC(=O)CCCOc3ccccc3)cc2N1	36
NC(=O)c1ccc(NS(=O)(=O)c2ccc(S(=O)(=O)N3CCCC3)cc2)cc1	41
C=CCn1c(=O)c(C(=O)Nc2ncccc2C)c(O)c2ccccc21	3

# Continuation.
Molecule	hERG WT inh
Cc1cccc(C)c1OCC(O)CN1CCN(C(=O)c2ccccc2)CC1 (stereo not given)	28
COc1ccc2c(c1)CCO[C@]21O[C@H](CCO)C[C@H](O)[C@H]1O	0
O=C(CCn1c(=S)[nH]c2cc3c(cc2c1=O)OCO3)NCCc1ccccc1Cl	7
O=C1OCCC1=COCCCCCOC=C1CCOC1=O	9
COc1cc(C(C)=O)ccc1OCC(=O)N1CCCC1c1ccc2c(c1)OCCCO2 (stereo not given)	?
C[C@H](O)[C@@H]1C(=O)N2CCc3ccc(-c4ccccc4)cc3[C@@H]2C[C@@H]1N(C)C(=O)c1ccco1	-14
CCCCCCN1C[C@H](O)[C@@H](n2cc(C3CC3)nn2)C[C@@H]1c1ccccc1	-24
O=C(O)CNc1nc(NCc2ccc(Cl)cc2)ccc1[N+](=O)[O-]	12
C[C@@H]1CN(Cc2nnnn2CC(=O)NCCCn2cccn2)C[C@H](C)O1	0
O=C1CCC(=O)N1CCC(=O)N(C(=O)NC1CCCCC1)C1CCCCC1	-25

# Gathered by group: the entries above containing a thiophene ring, fused or not (3)
Molecule	hERG WT inh
Cc1ccc([C@H]2C[C@H](O)[C@@H](n3cc(C4CC4)nn3)CN2C(=O)c2cccs2)cc1	-6
CCCN(CC(=O)Nc1ccccc1OC)C(=O)CNC(=O)c1ccc(C)s1	2
CN(CC(=O)NCc1cccs1)CC(=O)Nc1ccccc1Cl	-3

# Other compounds follow:
Molecule	hERG WT inh
C[C@@H]1CN([C@@H](C)CO)C(=O)c2cc(NC(=O)c3ccccc3)ccc2O[C@@H](C)CCCCO[C@@H]1CN(C)S(=O)(=O)c1ccc(F)cc1	-2
COC1CC(=O)C2OC(c3ccccc3)OCC2O1 (stereo not given)	8
C[C@@H]1CN([C@H](C)CO)C(=O)c2c(c3ccccc3n2C)-c2ccccc2CO[C@@H]1CN(C)C(=O)Nc1ccccc1C(F)(F)F	5
COc1cccc(NC(=S)NC2CC(C)CC(C)(C)C2)c1 (stereo not given)	20
Cc1ccc(S(=O)(=O)Nc2ccc3c(c2)C(=O)N([C@@H](C)CO)C[C@@H](C)[C@@H](CN(C)CC2CC2)OCCCC[C@@H](C)O3)cc1	-22
COCCn1c(C)cc(C(=O)CN2C(=O)C(=O)N(CCC3=CCCCC3)C2=O)c1C	-3
C[C@H](CO)N1C[C@H](C)[C@@H](CN(C)Cc2ccccc2C(=O)O)OCc2cnnn2CCCC1=O	-16
CC(=O)Nc1ccc(NC(=O)COc2cccc3ccccc23)cc1	-7
CC1CN(C(=O)COC(=O)c2cc(=O)[nH]c3ccccc23)CC(C)O1 (stereo not given)	-1
O=Cc1cn(-c2ccccc2)nc1-c1cccc([N+](=O)[O-])c1	-4

# (next part)
Molecule	hERG WT inh
CCOc1cc(N2CCOCC2)c(OCC)cc1NC(=O)c1cccc(S(=O)(=O)N2CC(C)OC(C)C2)c1 (stereo not given)	-8
Cc1cc(/C=N/NC(=O)c2ccoc2C)cc(C)c1O	1
COc1cccc(-c2ccc3c(c2)O[C@H](CN(C)C(=O)c2ccccc2F)[C@H](C)CN([C@H](C)CO)S3(=O)=O)c1	-7
COc1cccc(CN(C)C(=O)C2CCCN(C(=O)c3ccc(Cl)cc3)C2)c1 (stereo not given)	-3
COC(=O)C1(C)CCCC2(C)c3cc(OC)ccc3C(=O)C(Br)C12 (stereo not given)	4
C[C@@H]1CN([C@H](C)CO)C(=O)CCCn2nncc2CO[C@H]1CN(C)S(=O)(=O)c1ccc(-n2cccn2)cc1	-2
Cc1ccc(OCCSc2nc3ccccc3n2CCC(=O)O)c(C(C)C)c1	15
CCOC(=O)c1cnc2cc(-c3ccc(C)cc3)nn2c1C	-19
COc1cc(C=NNc2ccccc2)ccc1OC(=O)c1ccccc1	-4
CC(=O)c1ccccc1C(=O)N1CCC(CCC(=O)NCc2ccc(F)cc2)CC1	-2

# The list goes on:
Molecule	hERG WT inh
Cc1ccc(NC(=O)CCCN2C(=O)C(c3ccccc3)Oc3cccnc32)c(C)c1 (stereo not given)	-11
Cn1cccc1CN1CCC[C@]2(N[C@H](c3ccc(C(F)(F)F)cc3)[C@@H]3C(=O)N(Cc4ccccc4)C(=O)[C@@H]32)C1=O	11
CC(C)c1cc(C(=O)OCC(=O)NC2CC2)c(O)c(C(C)C)c1	-5
COCC(=O)N1CCC(c2nc3ccccc3[nH]2)CC1	-3
CCN(CC)CCN=c1c(C)nc(C#N)c(N)n1O	0
Cc1ccc(Cl)c(NC(=O)CN2C(=O)C(C)N(c3ccc(F)cc3)C2=O)c1Cl (stereo not given)	14
CSCCC(C)N1CCC(Oc2ccc(C(=O)NCc3ccccn3)cc2)CC1 (stereo not given)	4
C[C@H]1CN([C@@H](C)CO)S(=O)(=O)c2ccc(Br)cc2O[C@H]1CN(C)Cc1ccccc1	3
CCN(CC)C(=O)C1=C(C)N(Cc2ccc(C(C)(C)C)cc2)C(=O)C(CC(=O)NCCN2CCOCC2)C1 (stereo not given)	-12
C[C@@H]1CN([C@H](C)CO)C(=O)CCCn2nncc2CO[C@@H]1CN(C)S(=O)(=O)c1cn(C)cn1	-28
COc1cccc(CSC(C(=O)O)c2ccccc2)c1 (stereo not given)	-3
CC(=O)Oc1[nH]c(=O)c2cccc3c2c1CCC3	-2
Clc1ccccc1CNCc1ccc2c(c1)OCO2	0

# Some of the compounds tested; count on the stated rates, not on these rows.
